PGC1a acetyl inh: PGC1a acetylation modulation, inhibitor mode; U2OS PGC1a acetylation, AlphaScreen anti-acetyl-lysine; with virally co-expressed GCN5 acetyltransferase; inhibition, % at 15.6 µM; 350,000 compounds, 0.17% hits; AID 651687;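 active means every replicate shows inhibition of at least 40%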;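 further: 0% = neutral control wells and 100% = positive control wells; some results beyond the cut were filed as inactive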
E-selectin induc: induces E-selectin expression in human endothelial cells | P16581 | HUVEC E-selectin immunofluorescence imaging; normalized: neutral wells 0, TNF-alpha wells 100 | activation, % at 7.58 µM | 260,000 compounds, 0.37% hits | AID 686992;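 active means mean E-selectin-positive cell signal at least 10% of the positive control, reached in at least 60% of replicates, without over 20% cell loss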;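 further: in these data hits start at about 27%; measured in HUVEC primary endothelial cells; signal is the percent of cells scored E-selectin positive by PE staining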
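System: HUVEC / Compound: single concentration / Signal: immunofluorescence imaging / Read-out: percent E-selectin-positive cells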
RAD52 inh: inhibitors of human RAD52 DNA annealing; recombinant RAD52 DNA annealing, FRET fluorescence; P43351; inhibition, % at 18.7 µM; 360,000 compounds, 0.46% hits;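 active means every replicate showing at least 50% inhibition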
Cneo AK release: causes C. neoformans cell lysis | 360,000 compounds, 0.2% hits | AID 651654 | adenylate kinase release luminescence, 4 h; normalised: neutral wells 0, clomiphene wells 100 | lysis activity, % at 15 µM;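 active means mean lysis activity across replicates of at least 80%, whatever share of replicates individually reach that level; inactive means mean lysis activity below 80%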
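Schedule: static 4 h at 37 °C with compound, 1 h detection; system: C. neoformans cells; benchmarks: Clomiphene as positive control; buffer or medium: fresh YPD medium; measure: luminescence rise reflecting yeast cell lysis; measured by: luminescent adenylate kinase detection reagent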
RAD54 inh: blocks human RAD54 Holliday junction branch migration; Q92698; inhibition, % at 10.4 µM; 360,000 compounds, 0.14% hits; FAM/BHQ fluorescence; AID 602329;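 active means mean normalized replicate activity at least 40 and at least half of replicates scoring 40 or more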;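 further: 0% = median of neutral control wells and 100% = median of positive control wells; inhibitors cause a drop in the FAM fluorescence signal; in these data hits start at about 50%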
Target sequence (Q92698 whole entry, looked up): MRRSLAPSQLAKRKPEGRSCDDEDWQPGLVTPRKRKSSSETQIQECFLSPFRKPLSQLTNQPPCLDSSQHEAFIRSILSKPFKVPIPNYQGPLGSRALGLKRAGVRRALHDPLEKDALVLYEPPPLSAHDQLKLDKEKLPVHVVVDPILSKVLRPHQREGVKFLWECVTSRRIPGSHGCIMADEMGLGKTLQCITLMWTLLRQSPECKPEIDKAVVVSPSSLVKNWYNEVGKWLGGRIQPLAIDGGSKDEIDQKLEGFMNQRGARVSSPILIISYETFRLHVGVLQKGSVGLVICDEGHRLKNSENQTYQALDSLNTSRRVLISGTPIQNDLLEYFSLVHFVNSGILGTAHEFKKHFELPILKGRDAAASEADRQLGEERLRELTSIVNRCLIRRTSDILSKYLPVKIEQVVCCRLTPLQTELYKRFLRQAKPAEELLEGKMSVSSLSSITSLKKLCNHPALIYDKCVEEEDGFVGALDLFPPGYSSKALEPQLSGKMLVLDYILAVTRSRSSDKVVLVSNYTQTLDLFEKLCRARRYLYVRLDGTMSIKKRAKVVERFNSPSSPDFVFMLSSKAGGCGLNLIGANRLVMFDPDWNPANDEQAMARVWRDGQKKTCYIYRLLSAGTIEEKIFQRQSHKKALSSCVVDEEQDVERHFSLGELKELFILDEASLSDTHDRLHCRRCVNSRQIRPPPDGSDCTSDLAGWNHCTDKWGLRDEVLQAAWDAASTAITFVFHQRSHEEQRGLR
miR-122 sensor: miR-122 inhibition in Huh7 cells. Huh7 miR-122 Renilla luciferase sensor, 48 h; neutral wells = 0, positive control = 100. activation (reporter increase), % at 12.5 µM. 340,000 compounds, 0.3% hits;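 active means mean replicate activation score at least 90 and every replicate individually at or above 90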;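 further: higher luciferase means less miR-122 activity so hits act as miR-122 inhibitors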
ERAP1 HTS inh: ERAP1 (human) enzyme inhibition; Q9NZ08; recombinant ERAP1, Leu-AMC fluorescence, 60 min; inhibition, % at 10.7 µM; 340,000 compounds, 0.15% hits; AID 652197;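 active means mean replicate inhibition of at least 30%, or all replicates individually reaching that 30% level; inactive means mean below 30% and not every replicate reaching it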;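 further: 0% = neutral control wells and 100% = L-leucinethiol positive control wells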
PglD inh: inhibitors of Campylobacter jejuni PglD acetyltransferase | 360,000 compounds, 0.098% hits | inhibition, % at 12.5 µM | purified PglD enzyme, DTNB colorimetric CoA detection; in the data active means inhibition above about 16%, passing the limit was not always enough; further: strong numbers were not always called active
* = called active by the depositor; x = not tested or not shown; & = joins results of further samples; [ ] = another dose, or the depositor's remark.

SMILES,PGC1a acetyl inh,E-selectin induc,RAD52 inh,Cneo AK release,RAD54 inh,miR-122 sensor,ERAP1 HTS inh,PglD inh
Cc1ccccc1-c1noc(CNC(=O)COc2ccccc2)n1,-2,-0.3,-5,-4,-8,9,-5,-1
Cc1cccc(S(=O)(=O)N[C@H]2CC[C@@H](CCNC(=O)c3cnccn3)O[C@H]2CO)c1,-5,-0.2,-13,-17,-5,x,-3,-2
Cc1ccc(CNC(=O)c2cc(C3CC3)nc3c2cnn3C(C)C)cc1,-16,x,3,2,7,13,-4,2
COc1cc2c(cc1OC)C(=O)N1[C@H]3c4cc(C)ccc4OC[C@@H]3[C@H](c3ccccc3)[C@]1(C)C(=O)N2,-5,x,-10,-3,6,-3,1,5
Cc1ccnc(NC(=O)c2cc(F)c(F)cc2Cl)n1,8,15,-9,7,-4,0,-1,-4
CCCCCc1cc(=O)oc2c(C(CCN3CCCCC3)c3ccc4c(c3)OCO4)c(OC)cc(OC)c12 (stereo not given),15,x,16,13,-7,35,0,3
CCS(=O)(=O)N[C@H]1C=C[C@H](CC(=O)NC2Cc3ccccc3C2)O[C@H]1CO,3,0.2,-26,0,3,10[16.7 µM],1,2
COc1cc2nc3occc3c(OC)c2cc1OC,5,0.1,25,2,37,-5,0,4
COc1ccc(Cl)cc1C(=O)NCC(C)C,19,x,x,2,-2,6,x,3
C#CCSc1nnc(CSc2nc3ccccc3s2)n1-c1ccccc1,-7,x,x,-1,0,-1,x,1
CC1(C)Cc2c(sc3nc4n(-c5ccccc5)cnn4c(=O)c23)CO1,1,x,-17,-2,-1,10,x,-9
O=C(CSc1ncnc2nc[nH]c12)c1ccc2ccccc2c1,-12,x,x,-1,1,-7,x,8
CCC1Oc2ccccc2N(CC(=O)Nc2ccc(OC)cc2OC)C1=O (stereo not given),15,x,x,2,-2,2,x,-6
COc1ccc2c(c1)CC[C@@H]1[C@@H]2CC[C@]2(C)[C@@H](C(C)=O)C[C@@H]12,3,x,-6,-5,-5,2,2,1
CC=Cc1ccc2n(c1=O)C[C@H]1[C@H](CO)[C@@H](C(=O)NC3CCC3)[C@@H]2N1C(=O)c1ccccn1 (mixture of isomers),x,-0.4,-2,-1,1,x,0,15
NNC(=S)NC1CCS(=O)(=O)C1 (stereo not given),-3,x,-11,0,4,8,-2,-4
COc1ccccc1CCNC(=O)CSc1nnc2ccc(-c3ccncc3)nn12,11,0.0,-13,-1,-2,-2,5,1
Cc1ccc(S(=O)(=O)N2CCN(c3ccccc3)CC2)cc1C(=O)NC1CCCCC1,x,x,-10,0,-1,x,-1,3
COc1ccc(-c2csc(NC(=O)c3ccc(S(C)(=O)=O)cc3)n2)cc1,x,-1.0,-33,1,-2,-4,4,-3
CCn1nc(C(=O)OCC(=O)Nc2nc(-c3ccc(OC)cc3)cs2)c2ccccc2c1=O,1,0.7,-18,-1,5,7,4,0
Cc1cccc(/C(N)=N/OC(=O)c2ccco2)c1,x,x,-5,-1,-6,x,1,-4
Cc1cccc(C(=O)N2CCCC(Nc3ccc(C(C)C)cc3)C2)n1 (stereo not given),10,x,-8,-5,-1,x,1,5
CN1CCN(C(=O)c2cc(COc3c(F)cccc3F)on2)CC1c1ccccc1 (stereo not given),x,x,-24,-6,-1,-1,0,-14
S=C(NCc1ccccn1)Nc1ccc(Cl)cc1,-5,x,x,1,2,17,x,-4
COc1ccc2c3c([nH]c2c1)[C@H](CO)N(C(=O)NC(C)C)CC31CN(C(=O)c2ccncc2)C1,1,0.1,0,x,x,x,4,x

An excerpt from above with just PglD inh.
molecule | PglD inh
NNC(=S)NC1CCS(=O)(=O)C1 (stereo not given) | -4
COc1ccccc1CCNC(=O)CSc1nnc2ccc(-c3ccncc3)nn12 | 1

New compounds follow.
SMILES,PGC1a acetyl inh,E-selectin induc,RAD52 inh,Cneo AK release,RAD54 inh,miR-122 sensor,ERAP1 HTS inh,PglD inh
Cc1noc(C)c1S(=O)(=O)Nc1ccc2c(c1)C(=O)N([C@@H](C)CO)C[C@H](C)[C@H](CN(C)C(=O)Nc1ccc(F)cc1)OCCCC[C@H](C)O2,2,-0.1,11,1,-7,3[16.7 µM],0,-4
CC(C)NC(=O)c1ccccc1-c1ccccc1,0,x,-12,x,-10,-8,4,4
C/C(=N\Nc1ccc(C(F)(F)F)cn1)c1ccncc1,-9,x,-10,-1,1,-2,-3,1
Cc1n[nH]c(C)c1CCC(=O)N/N=C/C=C/c1ccccc1,0,0.0,-11,1,-3,5,1,-1
CC(C)CNC(=O)c1cccc(C(=O)NCC(C)C)c1,-2,x,x,1,0,-2,x,-2
CC(NC(=O)CNC(=O)c1ccccc1F)c1ccc(-n2ccnc2)cc1 (stereo not given),x,x,-13,1,-2,x,-2,0
COc1ccc(-n2c(=O)[nH]c3cc(C(=O)NCCc4ccccc4)ccc3c2=O)cc1OC,x,x,1,1,3,x,1,6
Cc1ccc([N+](=O)[O-])cc1NC(=O)C(C)NS(=O)(=O)c1ccc(F)cc1 (stereo not given),-4,2.4,-4,x,x,x,-4,x
CCC(C)NC(=O)COC(=O)c1cc([N+](=O)[O-])ccc1Sc1nc(C)cs1 (stereo not given),4,x,x,10,-3,-9,x,-2
C[C@@H]1CN([C@@H](C)CO)C(=O)c2cc(NS(=O)(=O)c3cccs3)ccc2O[C@H]1CN(C)Cc1ccc(C(F)(F)F)cc1,-22&-35,9.9&-0.1,-6&-48,40&3,-1&-9,2[16.7 µM],3&-2,2&4
Nc1c(C(=O)N2CCOCC2)sc2nc3c(cc12)CCC3,4,-0.4,-13,x,x,x,1,x
COCC(=O)N(C)C[C@@H]1Oc2ncc(-c3ccccc3C)cc2C(=O)N([C@@H](C)CO)C[C@H]1C,-3,-0.6,0,-5,6,-3[16.7 µM],0,-2
O=C(N/N=C/c1cc([N+](=O)[O-])cc([N+](=O)[O-])c1O)C(O)(c1ccccc1)c1ccccc1,3,x,-17,-3,0,-5,9,-1
O=C(C[C@@H]1C[C@@H]2c3cc(NC(=O)Nc4ccccc4)ccc3O[C@@H]2[C@H](CO)O1)NCC(F)(F)F,8,-0.2,-1,-4,3,-2[16.7 µM],0,-2
CN1C(=O)N[C@@H]2c3ccccc3O[C@@]1(C)[C@@H]2COC(=O)c1ccc([N+](=O)[O-])cc1,0,x,23,-2,x,x,1,x
C=CCn1c(SCCC#N)nnc1-c1ccncc1,15,x,x,0,11,-5,x,5
C[C@H]1CN([C@@H](C)CO)C(=O)c2cccc(NS(=O)(=O)c3cn(C)cn3)c2O[C@@H]1CN(C)Cc1ccccc1,x,-0.3,-2,-2,6,2[16.7 µM],-1,3
c1ccc(N2CCN(c3cnccn3)CC2)nc1,x,x,x,-1,-15,-11,x,4
Cc1ccc2[nH]c(-c3ccccc3)c(CN3CCN(C)CC3)c(=O)c2c1,-3,x,x,-2,-1,1,x,-6
Nc1nonc1-n1nnc(C(=O)N/N=C/c2cccc(Cl)c2)c1CN1CCCC1,2,0.0,-17,2,-2,x,1,0
Cc1ccc(S(=O)(=O)N[C@@H]2CC[C@H](CCn3cc(-c4ccccc4F)nn3)O[C@H]2CO)cc1,-10,2.4,9,-2,-6,x,1,-2
COc1ccc(C2SCC(=O)N2c2c(C)n(C)n(-c3ccccc3)c2=O)c(OC)c1 (stereo not given),-4,x,x,0,-1,-3,x,3
Nc1cc(=O)[nH]c(SCC(=O)NCC2CCCO2)n1 (stereo not given),7,x,x,2,-3,4,x,5
CCN(c1ccccc1)S(=O)(=O)c1ccc(Oc2ccc([N+](=O)[O-])cc2)nc1,x,x,-6,-7,11,x,1,-2
C[C@H]1CCCCO[C@@H](CN(C)C(=O)CCCN(C)C)[C@@H](C)CN([C@@H](C)CO)C(=O)c2cc(NS(=O)(=O)c3ccc(Cl)cc3)ccc2O1,8,0.0,54*,-1,15,7[16.7 µM],-4,1
CN1C(=O)[C@H]2[C@@H](c3ccc(C(F)(F)F)cc3)N[C@]3(CCCN(Cc4ccc(F)cc4)C3=O)[C@H]2C1=O,9,-0.1,0,-2,4,3,0,-1
CCN1CCN(CCCNC(=O)CCC(=O)N2CCOc3ccc(Cl)cc32)CC1,-3,-0.7,-10,0,-9,0,3,8
Cc1cc(Cl)ccc1NC(=O)CSc1n[nH]c(N)n1,7,1.0,0,1,7,-2,1,-1
CC(=O)Nc1ccc(S(=O)(=O)N2CCN(c3nc(C)cc(C)n3)CC2)cc1,9,x,-12,1,-2,2,0,2
CO[C@@H]1CN(C)C(=O)c2cc(NC(=O)Nc3ccccc3F)ccc2OC[C@@H](C)N(Cc2ccccc2F)C[C@H]1C,-2,0.3,x,x,-16,8[16.7 µM],x,-2
C[C@H](CO)N1C[C@H](C)[C@@H](CN(C)S(=O)(=O)c2ccc(F)cc2)Oc2ccc(NC(=O)c3ccncc3)cc2C1=O,-5&14,-15&-0.2,3&-17,-2&0,-2&4,2[16.7 µM],-2&-5,-3&8
C[C@@H]1CN([C@H](C)CO)S(=O)(=O)c2ccc(C#CCC3CCCC3)cc2O[C@@H]1CN(C)C(=O)c1ccccn1,1,2.5,-7,-3,-5,2[16.7 µM],0,-5
CCC(NC(=O)OCc1ccccc1)C(=O)Oc1ccc2ccc(=O)oc2c1 (stereo not given),12,-0.1,-5,9,5,-2,-69,-6
C[C@@H]1CCCCO[C@@H](CN(C)S(=O)(=O)c2cn(C)cn2)[C@H](C)CN([C@H](C)CO)C(=O)c2cc(NC(=O)CCC(F)(F)F)ccc2O1,x,-0.2,-4,-2,-2,0[16.7 µM],1,-3
CC(C)NC(=O)N(C)C[C@@H]1Oc2c(NC(=O)Nc3ccccc3)cccc2C(=O)N([C@@H](C)CO)C[C@@H]1C,-1,0.5,2,1,-17,-10[16.7 µM],-5,4
COC(=O)Nc1ccc(OC)c(OC)c1,-2,x,x,-6,1,-7,x,-2
Cc1ccccc1-n1c(-c2ccncc2)n[nH]c1=S,18,x,x,9,1,-1,x,-8
CCOC(=O)C1CCN(Cc2cc(C(C)(C)C)c(O)c(C(C)(C)C)c2)CC1,x,0.1,-4,0,-1,-3,-8,10
Fc1ccc(Nc2nc(NCc3ccco3)c3ccccc3n2)cc1,x,0.4,3,6,5,3,-15,2
CC1CCN(C(=O)C2CCN(S(=O)(=O)N3CCC4(CC3)OCCO4)CC2)CC1,-7,x,-4,0,-2,10,-2,0
COC(=O)c1cc(=O)n(Cc2ccco2)c(=Nc2ccc(F)c(Cl)c2)s1,x,x,-2,-3,-10,x,1,9
O=C(Nn1cnnc1)c1ccncc1,-17,x,x,1,22,-1,x,-8
CCc1ccc(OCC(=O)Nc2ccncc2)c(Br)c1,5,x,-9,-3,2,-6,-2,2
O=C(c1ccc2ccccc2c1)N1CCc2ccccc21,-4,x,-9,0,2,6,-1,-2
O=C1C=CN2CCCC2CC1 (stereo not given),7,0.0,-20,5,-4,-16,-2,0

Pulled by structure from above:
SMILES,PGC1a acetyl inh,E-selectin induc,RAD52 inh,Cneo AK release,RAD54 inh,miR-122 sensor,ERAP1 HTS inh,PglD inh
CCN1CCN(CCCNC(=O)CCC(=O)N2CCOc3ccc(Cl)cc32)CC1,-3,-0.7,-10,0,-9,0,3,8
CCc1ccc(OCC(=O)Nc2ccncc2)c(Br)c1,5,x,-9,-3,2,-6,-2,2
